Gal4-VP16 FLuc: inhibits Gal4-VP16 luciferase reporter, ROR gamma counter-screen. Drosophila S2 Gal4-VP16 UAS-luciferase, luminescence, 20 h. Potency, µM (highest dose often 53.6 µM), without a hit: top-dose activity, negative = inhibition, actives largely listed as inhibitors. 310,000 tested, 3.5% active;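 further: Gal4-VP16 expression switched on by copper sulfate through the metallothionein promoter; potency means the concentration at half of the fitted maximal effect; on the % scale 0 is the no-effect control and ±100 the full control effect; nearly all actives have a fitted effect of over 50% in size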
ELG1 genotox: induces genotoxicity in HEK293T cells with luciferase-tagged ELG1; 330,000 tested, 1.3% active; HEK293T ELG1-luciferase reporter, luminescence, 16 h; AID 504466; Potency, µM (top dose mostly 46 µM), for inactives: at the highest dose activity change, positive = activation, most hits filed as activators; further: potency means the concentration at half of the fitted maximal effect; % of control where 0% means no effect; nearly all actives have a fitted effect of over 60% in size
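Cells (2,000/well) expressing the ELG1-luciferase fusion are dosed by pin tool and kept 16 hr at 37 °C, 5% CO2. Signal comes from ONE-Glo luciferase reagent after 30 min at room temperature.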
uPA surface inh: cell surface uPA generation inhibition. 330,000 tested, 0.31% active. AID 540303. cell surface uPA generation assay, qHTS. Potency, µM (top dose mostly 38.3 µM), for the others: top-dose activity change, negative = inhibition, hits mostly inhibitors; active means well fitted inhibition curve with a large enough effect; inconclusive means small, poorly fitted or top-dose-only effect; inactive means no such curve, though single readings can be large or run the other way; tested in mouse RAW 264.7 cells; further: potency means the concentration at half of the fitted maximal effect; on the % scale 0 is the no-effect control and ±100 the full control effect; nearly all actives have a fitted effect of over 55% in size
RORg inh: ROR gamma (mouse) transcription inhibition; AID 2551; Potency, µM (doses to about 53.6 µM), without a hit: top-dose activity change, negative = inhibition, usual class: inhibitors; P51450; Drosophila S2 Gal4-RORgamma UAS-luciferase reporter, 20 h; 310,000 tested, 5.4% active; further: potency means the concentration at half of the fitted maximal effect; on the % scale 0 is the no-effect control and ±100 the full control effect; nearly all actives have a fitted effect of over 60% in size
Target sequence (P51450 whole entry, looked up, the tested form may be a part): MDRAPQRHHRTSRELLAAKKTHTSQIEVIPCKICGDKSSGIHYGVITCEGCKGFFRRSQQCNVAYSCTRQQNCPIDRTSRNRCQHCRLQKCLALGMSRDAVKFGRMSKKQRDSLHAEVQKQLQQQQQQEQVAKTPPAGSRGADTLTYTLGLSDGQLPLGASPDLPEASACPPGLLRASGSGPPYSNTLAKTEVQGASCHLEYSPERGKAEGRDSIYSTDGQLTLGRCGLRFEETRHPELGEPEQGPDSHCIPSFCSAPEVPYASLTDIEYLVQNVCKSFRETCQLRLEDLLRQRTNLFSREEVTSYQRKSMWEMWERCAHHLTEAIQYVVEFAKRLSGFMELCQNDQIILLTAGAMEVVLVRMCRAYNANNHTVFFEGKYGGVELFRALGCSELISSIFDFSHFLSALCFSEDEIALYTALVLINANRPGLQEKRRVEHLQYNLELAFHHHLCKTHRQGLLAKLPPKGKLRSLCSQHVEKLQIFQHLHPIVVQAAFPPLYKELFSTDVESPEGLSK
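Drosophila Schneider cells stably carrying a metallothionein-driven Gal4 DBD–ROR gamma fusion and a UAS-Photinus luciferase reporter were exposed to compound for 1 hr, then induced with copper sulfate (700 uM final) for 20 hr at ambient temperature before luminescence reading.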
Rab9 prom act: Rab9 promoter activation; Potency, µM (top dose mostly 9.22 µM), without a hit: at the top dose activation, negative = inhibition, usual class: activators; 320,000 tested, 2.8% active; Huh7 Rab9 promoter-luciferase reporter, luminescence, 24 h; further: potency means the concentration at half of the fitted maximal effect; % of control where 0% means no effect; nearly all actives have a fitted effect of over 60% in size
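Rab9 promoter-driven luciferase in stably transfected Huh7 cells; 1500 cells/well rested 2 h, exposed to compound in DMSO for 24 h at 37 °C, 5% CO2. Luminescence read 10 min after adding luciferase reagent at ambient temperature.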
NPC1 prom act: activators of NPC1 promoter. Huh7 NPC1 promoter luciferase reporter, 24 h. Potency, µM (doses to about 9.22 µM), for inactives: top-dose activation, actives largely listed as activators. 320,000 tested, 2.4% active. AID 485313;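 further: potency means the concentration at half of the fitted maximal effect; % of control where 0% means no effect; nearly all actives have a fitted effect of over 60% in size; reporter is driven by a mutant NPC1 promoter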
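Stable NPC1-promoter luciferase Huh7 line; cpd (DMSO) 24 h, 37 °C, 5% CO2; Amplite luciferase reagent 10 min RT; luminescence readout. qHTS format.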
KCNH2 3.1 inh: blocks the human KCNH2 3.1 channel isoform. U2OS KCNH2 3.1, thallium flux FluxOr; stronger effect = lower value. 340,000 tested, 0.95% active. activity change, % (tested at about 1.8 µM). AID 720553;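 active means maximum activity change below -70%; inconclusive means maximum activity change from -70% to -50%; inactive means maximum activity change above -50%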;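 further: thallium influx rate constant from kinetic fluorescence after stimulation buffer; on the % scale 0 is the no-effect control and ±100 the full control effect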
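Steps: virus added to U2OS suspension (4 h, RT, dark); medium with 10% FBS added, cells plated, 37 C overnight; FluxOr/Red40 loading buffer 45 min RT; stimulation buffer, 2 min kinetic read; rate constant normalized.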
FLuc modulator: firefly luciferase modulation, counter-screen for miR-21 project; P08659; 360,000 tested, 6.9% active; Potency, µM (titrated, usually from 57.5 µM), for inactives: at the highest dose activity change, negative = inhibition, usual class: inhibitors; purified FLuc, Km substrates, luminescence inhibition;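 further: potency means the concentration at half of the fitted maximal effect; plate controls were vehicle for no effect and reference inhibitor for full effect; nearly all actives have a fitted effect of over 55% in size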
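Purified P. pyralis luciferase (10nM final) with 10uM D-luciferin and 10uM ATP (Km levels) in 50mM Tris acetate pH 7.5, 10mM Mg acetate, 0.01% Tween-20, 0.05% BSA; qHTS 6-point titration, ~60 µM downward; luminescence read.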
Tb PFK inh: T. brucei PFK enzyme inhibition; O15648; T. brucei PFK, ADP-Glo luminescence; Potency, µM (titrated, usually from 57.5 µM), without a hit: at the top dose activity, negative = inhibition, usual class: inhibitors; 330,000 tested, 0.17% active; AID 485367;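 further: potency means the concentration at half of the fitted maximal effect; 0% = uninhibited 1x PFK enzyme wells and -100% = no-enzyme wells; nearly all actives have a fitted effect of over 60% in size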
Target sequence (O15648 whole entry, looked up): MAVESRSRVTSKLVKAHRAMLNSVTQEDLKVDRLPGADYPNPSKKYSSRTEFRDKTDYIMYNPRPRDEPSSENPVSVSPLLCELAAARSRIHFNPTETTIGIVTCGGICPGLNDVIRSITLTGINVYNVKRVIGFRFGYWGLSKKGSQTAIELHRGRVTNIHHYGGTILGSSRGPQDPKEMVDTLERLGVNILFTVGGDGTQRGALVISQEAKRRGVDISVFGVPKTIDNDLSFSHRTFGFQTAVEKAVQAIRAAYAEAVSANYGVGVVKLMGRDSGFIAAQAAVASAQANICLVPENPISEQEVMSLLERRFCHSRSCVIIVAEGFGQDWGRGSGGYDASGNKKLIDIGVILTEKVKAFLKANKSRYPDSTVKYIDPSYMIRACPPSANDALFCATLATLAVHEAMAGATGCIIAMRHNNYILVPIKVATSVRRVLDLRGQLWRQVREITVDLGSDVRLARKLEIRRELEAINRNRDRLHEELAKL
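Luminescent ADP detection (ADP-Glo, two-step: ATP depletion then ADP-to-ATP conversion for luciferase) reported PFK activity after 45 min room-temperature reaction of 1.25 nM enzyme with 0.5 mM F6P and 0.1 mM ATP at pH 8.0.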
Giardia kill: kills Giardia lamblia; activity change, % at 7.66 µM, hits read low; AID 540267; 340,000 tested, 0.15% active; Giardia lamblia trophozoite viability; in the data active means activity change below about -80%; inconclusive means between about -30% and that limit;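 further: parasites exposed to compound for two days anaerobically before the ATP read; on the % scale 0 is the no-effect control and ±100 the full control effect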
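ATP-content bioluminescence gauges trophozoite survival. Cells (100/well) receive compound and incubate anaerobically for 48 hrs at 37 deg C; detection reagent follows for 15-30 min at room temperature.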
Coupling enz: inhibits coupling enzyme system, counter-screen for aldolase hits. activity change, negative = inhibition, % at 58.2 µM, hits read low. coupling enzyme system counterscreen, AmpLite Red fluorescence. 290,000 tested, 0.67% active. AID 2472; in the data active means activity change below about -30%; further: on the % scale 0 is the no-effect control and ±100 the full control effect
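Compounds tested against the coupling enzymes alone at 57.5 uM final; readout was AmpLite Red fluorescence (525/598 nm) after 20 min at RT.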
An asterisk follows results filed as active; ? = inconclusive; nt = no result given; [ ] = another dose, or the depositor's remark. Unless noted, the call rests on the fitted dose curve; in most records, active means well fitted curve in the direction sought with a large enough effect; inconclusive means small, poorly fitted or top-dose-only effect, or another doubt; inactive means no such curve, though single readings can be large; an effect the other way counts as inactive or inconclusive.

SMILES	Gal4-VP16 FLuc	ELG1 genotox	uPA surface inh	RORg inh	Rab9 prom act	NPC1 prom act	KCNH2 3.1 inh	FLuc modulator	Tb PFK inh	Giardia kill	Coupling enz
Cc1ccc(CNC(=O)COC(=O)c2cccc(S(=O)(=O)N3CCCCC3)c2)cc1	nt	1%	?	nt	-4%	-6%	-1	?	-2%	?	nt
CCSC1=NCN(CCCC(=O)O)CN1	nt	4%	2%	-12%[0.365 µM]	-2%	0%	-6	7%	-4%	9	-2
c1ccc(CNc2nc3ccccc3[nH]2)cc1	-21%	?	?	?	?	15%	1	6.7µM*	1%	0	2
CC1CCCC(NC(=O)c2ccc3c(c2)OCCO3)C1C (stereo unspecified)	nt	?	-7%	nt	1.6µM*	4µM*	1	13µM*	-8%	?	nt
CCNC(=O)N1CCCC(C(=O)c2ccc(OC)c(OC)c2)C1 (stereo unspecified)	-3%	-1%	3%	1%	13%	-3%	21	-2%	0%	-13	5
Cc1ccccc1C(=O)N1CCN(c2ccc(NC(=O)c3ccc4c(c3)OCCO4)cc2)CC1	-3%	-24%	-11%	?	-22%	-27%	nt	?	-2%	5	0
O=C(N1CCCCCC1)N1CCN(S(=O)(=O)N2CCOCC2)CC1	0%	-6%	6%	17%	-6%	-1%	-19	-1%	4%	4	4
COC(=O)C1CCN(C(=O)c2ccc3nccnc3c2)CC1	-4%	10%	1%	-1%	-4%	-7%	0	-3%	-6%	9	nt
Cc1cccc(C)c1-n1nnnc1S(=O)(=O)Cc1ccccc1Cl	-10%	nt	nt	9%	nt	nt	-94*	2%	nt	12	2
Cc1ccc(NC(=O)C(c2ccccc2)N2CCN(CC(=O)NC3CC3)CC2)cc1 (stereo unspecified)	nt	2%	-3%	nt	-4%	-4%	-2	?	0%	-4	nt
CCS(=O)(=O)Nc1cccc(C2=NN(S(=O)(=O)CC)C(c3ccccc3)C2)c1 (stereo unspecified)	5%	1%	14%	39%	3%	1%	-11	-3%	-8%	8	2
COC(=O)c1ccc(S(=O)(=O)N2C3CCC2CC(NC(=O)C2CC2)C3)cc1 (stereo unspecified)	-1%	1%	12%	-11%	-3%	-3%	-12	0%	2%	9	3
COCCN1Cc2cccc(C(=O)NCc3ccc4c(c3)OCO4)c2C1=O	-11%	-1%	-4%	17%	-6%	-1%	11	-1%	-2%	?	0
O=c1cc(N2CCOCC2)[nH]c(=O)n1Cc1ccc(F)cc1	3%	2%	0%	0%	-2%	1%	2	-1%	-7%	-29	-2
CN(c1ccccc1)c1ccc(/C=N/NC(=O)CC#N)cc1	?	-2%	0%	?	-4%	-2%	8	?	2%	2	-6
CCc1ccc(Nc2nnc(SCc3cc(=O)n4ccsc4n3)s2)cc1	-7%	14%	4%	-13%	2%	16%	-23	?	-3%	-12	-5
CCC(=O)Oc1ccc2c(=O)c(-c3ccc4ccccc4n3)c(CC)oc2c1C	1%	0%	-3%	-3%	-1%	3%	-4	-6%	1%	-8	-3
CCn1c(SCC(=O)N2CCN(c3ccccc3)CC2)nc2c(c1=O)SC(C)C2 (stereo unspecified)	-17%	-5%	-3%	?	5%	-1%	-1	0%	5%	3	-2
Cc1ccccc1OCC(=O)Nc1nnc(S(=O)(=O)N2CCCC2)s1	0%	0%	4%	15%	-3%	1%	3	?	2%	-8	3
Cc1coc2cc3oc(=O)c(CC(=O)N[C@@H](CC(C)C)C(=O)O)c(C)c3cc12	4%	0%	3%	1%	-4%[1.84 µM]	1%	-2	2%	0%	-1	1

Reprinted at random: 4 entries already listed, in no set order.
SMILES	Gal4-VP16 FLuc	ELG1 genotox	uPA surface inh	RORg inh	Rab9 prom act	NPC1 prom act	KCNH2 3.1 inh	FLuc modulator	Tb PFK inh	Giardia kill	Coupling enz
CN(c1ccccc1)c1ccc(/C=N/NC(=O)CC#N)cc1	?	-2%	0%	?	-4%	-2%	8	?	2%	2	-6
CCC(=O)Oc1ccc2c(=O)c(-c3ccc4ccccc4n3)c(CC)oc2c1C	1%	0%	-3%	-3%	-1%	3%	-4	-6%	1%	-8	-3
Cc1coc2cc3oc(=O)c(CC(=O)N[C@@H](CC(C)C)C(=O)O)c(C)c3cc12	4%	0%	3%	1%	-4%[1.84 µM]	1%	-2	2%	0%	-1	1
O=c1cc(N2CCOCC2)[nH]c(=O)n1Cc1ccc(F)cc1	3%	2%	0%	0%	-2%	1%	2	-1%	-7%	-29	-2

Ordered by formula weight (smallest number first): 3 of the compounds above.
SMILES	Gal4-VP16 FLuc	ELG1 genotox	uPA surface inh	RORg inh	Rab9 prom act	NPC1 prom act	KCNH2 3.1 inh	FLuc modulator	Tb PFK inh	Giardia kill	Coupling enz
CN(c1ccccc1)c1ccc(/C=N/NC(=O)CC#N)cc1	?	-2%	0%	?	-4%	-2%	8	?	2%	2	-6
Cc1ccccc1OCC(=O)Nc1nnc(S(=O)(=O)N2CCCC2)s1	0%	0%	4%	15%	-3%	1%	3	?	2%	-8	3
CCc1ccc(Nc2nnc(SCc3cc(=O)n4ccsc4n3)s2)cc1	-7%	14%	4%	-13%	2%	16%	-23	?	-3%	-12	-5

Additional compounds follow.
SMILES	Gal4-VP16 FLuc	ELG1 genotox	uPA surface inh	RORg inh	Rab9 prom act	NPC1 prom act	KCNH2 3.1 inh	FLuc modulator	Tb PFK inh	Giardia kill	Coupling enz
O=C(CCSc1ccccc1)Nc1ccc(S(=O)(=O)Nc2ncccn2)cc1	2%	2%	4%	5%	0%	-3%	18	-14%	-4%	12	3
COc1ccc(NC(=O)C2CCCCN2N)cc1OC (stereo unspecified)	-13%	3%	2%	-25%	2%	-1%	13	4%	-5%	2	-2
CN(CC(=O)Nc1nc2ccccc2s1)S(=O)(=O)c1ccccc1	29%	?	2%	19%	4%	28%	-2	-15%	-1%	3	3
Nc1nc(N)nc(-c2ccc(Cl)c(Cl)c2)n1	nt	7%	-27%	nt	?	2µM*	nt	4.8µM*	-5%	5	nt
COc1cc(/C=N/NC(=O)COc2ccc([N+](=O)[O-])cc2)ccc1OCC(=O)N1CCOCC1	6%	-6%	-1%	2%	-2%	-2%	8	?	-4%	4	2
Cc1ccc(NC(=O)CN2C(=O)CNC2=O)cc1	-2%	-3%	3%	-33%	-13%	1%	-10	1%	1%	-7	2
O=C(N/N=C/c1c(F)cccc1Cl)c1cc(C2CC2)[nH]n1	?	?	-14%	20%	?	?	11	17µM*	5%	-2	0
Cc1cccc(-n2c(O)c(C=Nc3ccc4c(c3)OCO4)c3ccccc3c2=O)n1	-1%	-12%	-3%	35%	-4%	-3%	4	-1%	2%	-29	-2
CCc1ccccc1NC(=O)COc1cccc2ccc(C)nc12	0%	-7%	-2%	-14%	-1%	1%	-1	1%	6%	1	-1
CCOC(=O)c1cc(-c2ccccc2)n(Cc2cc(CC)no2)n1	nt	-1%	2%	nt	-3%	1%	4	0%	-7%	-23	nt
CC(C)[C@H](NC(=O)c1cccc(S(=O)(=O)N2CCOCC2)c1)C(=O)Nc1nccs1	3%	-1%	-1%	-7%	27%	-2%	5	6%	-3%	5	0
CCCCNC(=O)CCCCCn1c(=O)[nH]c2cc(OC)c(OC)cc2c1=O	-11%	1%	nt	0%	2%	1%	9	4%	6%	7	-4
COc1ccc(COC(=O)c2n[nH]c3ccccc23)cc1F	-5%[0.365 µM]	15µM*	-6%	?	?	23%	3	19µM*	-6%	1	0
C/C(=N\NS(=O)(=O)c1c(C)cc(C)cc1C)c1ccncc1	2%	-2%	2%	12%	-4%	0%	-16	1%	2%	10	nt
CCCn1c(N)c(C(=O)NS(=O)(=O)c2ccc(C)cc2)c(=O)n(C)c1=O	?	-16%	-5%	?	-7%	-13%	9	2%	-1%	10	4
COC(=O)C1=C(C)NC(=O)CC1c1ccccc1OC (stereo unspecified)	-5%	4%	2%	-7%	-8%	-1%	19	-2%	-3%	30[activator]	0
CCC(C)Sc1nc2c(c(=O)[nH]c(=O)n2C)n1Cc1ccc(Cl)cc1 (stereo unspecified)	-7%	1%	-10%	-1%[10 µM]	-10%	0%	-21	2%	-2%	13	0
NS(=O)(=O)c1ccc(NC(=O)COC(=O)COc2ccc(Cl)cc2)cc1	0%	-4%	3%	-13%	-1%	-6%	2	6%	-3%	24	-1
CCOCCCNC(=O)C(NC(=O)Cc1cccs1)c1ccc(C)cc1 (stereo unspecified)	-12%	-1%	5%	?	2%	-1%	27	3%	0%	9	1
COc1ccc(NC(=O)c2ccc(NC(=O)CSc3nc(N)cc(=O)[nH]3)cc2)cc1	nt	?	-19%	nt	-5%	3%	11	-16%	?	10	nt

This is a random part of the collection; any-hit rate near 14%.
